# EPAC1 agonist = agonists of human EPAC1; EPAC1 agonist qHTS, biochemical assay; response scale: 100% = response to 6.5 mM cAMP; Potency, µM (highest dose often 154 µM), for inactives: top-dose activation, usual class: activators; hit rate 0.073% among 360,000; also: potency is read from the fitted curve at half-maximal effect; nearly all actives have a fitted effect of over 60% in size
#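 Compounds were pinned as a concentration titration into mixtures of EPAC1 (100 nM), BODIPY-GDP-loaded Rap1B (250 nM) and GDP (50 uM). After 5 min at room temperature, fluorescence was followed for 30 min; activity was scaled to 6.5 mM cAMP.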
# IL2 activator = activators of IL-2; hit rate 0.065% among 360,000; activation, % (series mostly up to about 46 µM); IL-2 activation reporter assay, cell-based qHTS; stimulated with anti-CD3/CD4/CD28 beads; in transgenic mouse T cells; in the data active = activation above about 50%; inconclusive = mostly about 30% to 49%; also: 0% is about no effect
#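 Readout: EGFP and DsRed signals by fluorescent plate cytometry. Unstimulated transgenic mouse T cells received compound 60 min before antibody-bead stimulation, then incubated 18 h at 37 degrees C.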
# EPAC1 antagonist = blocks human EPAC1 exchange factor; Potency, µM (highest dose often 115 µM), for the others: top-dose activity change, negative = inhibition, usual class: inhibitors; EPAC1 GEF assay, Rap1b-BODIPY-GDP exchange fluorescence; AID 720709; hit rate 0.14% among 360,000; O95398;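 also: potency is read from the fitted curve at half-maximal effect; plate controls were vehicle for no effect and positive control for full effect; nearly all actives have a fitted effect of over 50% in size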
# Abeta rescue = restores growth of yeast expressing A-beta42 peptide. Potency, µM (highest dose often 46.1 µM), inactives show at the highest dose growth rescue, actives largely listed as activators. hit rate 0.063% among 410,000. yeast expressing A-beta42, growth rescue, OD600, 48 h; response scale: 0% DMSO, 100% iron-clioquinol control. AID 1347071; also: potency is read from the fitted curve at half-maximal effect; nearly all actives have a fitted effect of over 55% in size
#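 Growth rescue measured by 600 nm absorbance after 48 h yeast culture at 30 C with compound. Values normalized between DMSO and an equimolar ferric chloride plus clioquinol control.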
# PI5P4K alpha inh = blocks human PI5P4K alpha kinase activity; P48426; PI5P4Kalpha enzyme, ADP-Glo luminescence, 60 min; active compounds read low; max response, %; hit rate 1.2% among 330,000; AID 652105; active = max response of -50% or lower; inconclusive = between -30% and -50%; inactive = -30% or higher; also: value at the top dose of about 77 µM; % is scaled to controls: 0 for no effect and ±100 for the full control effect
#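 ADP-Glo luminescence end-point after a 60 min room-temperature kinase reaction. PI5P4Kalpha and substrate in HEPES pH 7.4 buffer with EGTA, 0.1% CHAPS and 5% DMSO; ATP at 5 microM final.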
# FUS suppressor = FUS proteinopathy suppression in yeast; hit rate 0.24% among 390,000; Potency, µM (top dose mostly 76.6 µM), inactives show at the top dose growth rescue (activation), actives largely listed as activators; S. cerevisiae FUS-expressing, growth rescue, OD600, 24 h;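 also: potency is read from the fitted curve at half-maximal effect; plate controls were DMSO vehicle for no effect and reference control for full effect; nearly all actives have a fitted effect of over 55% in size; some results filed as inactive show a strong effect at the top dose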
#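 Read-out: OD at 600 nm after 24hr at 30C, reporting rescue of FUS-induced yeast toxicity. Cells at OD 0.005 in galactose (2%) minimal medium; compounds tested in a dilution series; CP55940 titration from 92uM final as control.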
# PLK1 PBD block = inhibitors of human PLK1 polo-box domain binding. P53350. Plk1 PBD binding of FITC phosphopeptide, fluorescence polarization. Potency, µM, for the others: max response, negative = inhibition, actives largely listed as inhibitors. hit rate 2.8% among 360,000; also: potency is read from the fitted curve at half-maximal effect; series mostly up to about 57 µM; % is scaled to controls: 0 for no effect and ±100 for the full control effect; nearly all actives have a fitted effect of over 65% in size
# WRN helicase inh = blocks human WRN helicase; WRN helicase unwinding, fluorescent forked duplex, kinetic; Q14191; Potency, µM (top dose mostly 114 µM), inactives show at the top dose activity change, negative = inhibition, most hits filed as inhibitors; AID 651768; hit rate 0.46% among 360,000; also: potency is read from the fitted curve at half-maximal effect; % is scaled to controls: 0 for no effect and ±100 for the full control effect; nearly all actives have a fitted effect of over 55% in size
#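 Kinetic fluorescence helicase assay: unwinding of a quenched forked DNA duplex (100 nM final) with 2 mM ATP final raises red fluorescence (525/598 nm). Compounds sat 15 min at room temperature with 20 nM WRN beforehand.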
# * marks the source's active call; other numbers are inactive results; ? = inconclusive; nt = not tested or not shown; [ ] = another dose, or the depositor's remark. Unless noted, calls follow the shape of the dose curve; as a rule, active = well fitted curve in the direction sought with a large enough effect; inconclusive = small, poorly fitted or top-dose-only effect, or another doubt; inactive = no such curve, though single readings can be large; an effect the other way counts as inactive or inconclusive.
# Letters: A = EPAC1 agonist; B = IL2 activator; C = EPAC1 antagonist; D = Abeta rescue; E = PI5P4K alpha inh; F = FUS suppressor; G = PLK1 PBD block; H = WRN helicase inh
CC(=O)Nc1ccc(CNc2nc(NCCN(C)C)nc3cc(-c4ccccc4)sc23)cc1
  A = 2.4% | B = -0.3 | C = -1.7% | D = 8.2% | E = -3.7 | F = -9.8% | G = 0.7% | H = -16.1%

COc1ccccc1OCC(=O)Nc1ccc(S(=O)(=O)N2CCCCCC2)cc1
  A = 14.1% | B = -2.6 | C = 2.6% | D = 2.0% | E = nt | F = 17.0% | G = -7.1% | H = -6.1%[57.1 µM]

CC(=O)OC(C(=O)NCc1ccc(F)cc1)c1ccccn1 (stereo not given)
  A = -4.9% | B = 1.1 | C = -3.7% | D = -0.6% | E = 8.2 | F = -18.4% | G = -4.9% | H = 6.1%

O=C(COc1ccccc1Cl)N1CCc2ccccc21
  A = -2.5% | B = -3.1 | C = -27.2% | D = 5.7% | E = -29.8 | F = 2.0% | G = -3.3% | H = -32.4%

COc1ccc(C(=O)Nc2ccccc2C(=O)NCCN2CCOCC2)cc1
  A = 3.1% | B = 3.2 | C = -10.8% | D = 4.6% | E = nt | F = -5.5% | G = -1.4% | H = -5.6%[57.1 µM]

Cc1cccc(NC(=O)CSCC(=O)Nc2ccc(S(=O)(=O)N3CCOCC3)cc2)c1
  A = -1.8% | B = -2.8 | C = 7.7% | D = -0.9% | E = 0.0 | F = 0.2% | G = 1.8% | H = -1.4%

CC(NC(=O)C(=O)N1CCCCC1)C(c1cccs1)N1CCN(Cc2ccccc2)CC1 (stereo not given)
  A = 2.0% | B = -0.4 | C = 9.2% | D = -0.8% | E = -3.0 | F = 8.5% | G = -10.4% | H = -0.5%

CC(NC(=O)c1ccc(S(=O)(=O)NCc2ccco2)cc1)c1ccc(F)cc1 (stereo not given)
  A = 20.4% | B = 0.9 | C = 4.4% | D = 2.9% | E = 4.9 | F = -16.4% | G = -2.3% | H = -6.7%

COc1cccc(CN(C)C(=O)CSCC(=O)Nc2ccc(C)cc2)c1OC
  A = -35.3%[inhibitor] | B = 0.5 | C = 9.8% | D = 16.0% | E = 1.8 | F = 17.9% | G = -7.0% | H = -6.1%

Cc1cc(NS(=O)(=O)c2ccc(NC(=O)Cc3ccccc3)cc2)nc(C)n1
  A = 2.3% | B = 1.3 | C = 20.7% | D = 4.6% | E = 1.5 | F = 10.3% | G = -8.4% | H = 4.3%

# Pulled one by one from the list above, two records:
# Letters: A = EPAC1 agonist; B = IL2 activator; C = EPAC1 antagonist; D = Abeta rescue; E = PI5P4K alpha inh; F = FUS suppressor; G = PLK1 PBD block; H = WRN helicase inh
COc1ccccc1OCC(=O)Nc1ccc(S(=O)(=O)N2CCCCCC2)cc1
  A = 14.1% | B = -2.6 | C = 2.6% | D = 2.0% | E = nt | F = 17.0% | G = -7.1% | H = -6.1%[57.1 µM]

COc1ccc(C(=O)Nc2ccccc2C(=O)NCCN2CCOCC2)cc1
  A = 3.1% | B = 3.2 | C = -10.8% | D = 4.6% | E = nt | F = -5.5% | G = -1.4% | H = -5.6%[57.1 µM]

# An excerpt from above in order of molecular weight, low to high:
# Letters: A = EPAC1 agonist; B = IL2 activator; C = EPAC1 antagonist; D = Abeta rescue; E = PI5P4K alpha inh; F = FUS suppressor; G = PLK1 PBD block; H = WRN helicase inh
CC(=O)OC(C(=O)NCc1ccc(F)cc1)c1ccccn1 (stereo not given)
  A = -4.9% | B = 1.1 | C = -3.7% | D = -0.6% | E = 8.2 | F = -18.4% | G = -4.9% | H = 6.1%

CC(NC(=O)c1ccc(S(=O)(=O)NCc2ccco2)cc1)c1ccc(F)cc1 (stereo not given)
  A = 20.4% | B = 0.9 | C = 4.4% | D = 2.9% | E = 4.9 | F = -16.4% | G = -2.3% | H = -6.7%

CC(=O)Nc1ccc(CNc2nc(NCCN(C)C)nc3cc(-c4ccccc4)sc23)cc1
  A = 2.4% | B = -0.3 | C = -1.7% | D = 8.2% | E = -3.7 | F = -9.8% | G = 0.7% | H = -16.1%

# Additional entries
# Letters: A = EPAC1 agonist; B = IL2 activator; C = EPAC1 antagonist; D = Abeta rescue; E = PI5P4K alpha inh; F = FUS suppressor; G = PLK1 PBD block; H = WRN helicase inh
CC(=O)N1CCC(=NNc2nc3ccccc3s2)CC1
  A = 9.3% | B = 0.4 | C = 7.0% | D = 10.0% | E = 2.3 | F = -12.7% | G = -3.9% | H = -5.3%

Cc1ccc(-n2c(SCn3nnc4ccccc4c3=O)nnc2-c2cccnc2)c(C)c1
  A = 0.1% | B = -0.6 | C = 2.9% | D = 9.0% | E = nt | F = 19.7% | G = -2.1% | H = -1.7%[57.1 µM]

Cc1ccc2c(c1)c(C1=NC(=S)NC1=O)c(O)n2C
  A = 0.5% | B = 2.2 | C = 5.8% | D = -3.1% | E = 2.9 | F = 13.3% | G = -1.4% | H = -8.7%

CCOCCCNC(=S)NCCCNc1nc2c(C)cc(C)cc2cc1C#N
  A = -4.0% | B = 0.1 | C = 1.9% | D = -20.6% | E = -2.8 | F = 12.4% | G = 23.8µM* | H = -8.2%

CCS(=O)(=O)c1ncc(Cl)c(C(=O)Nc2ccc(C)cc2)n1
  A = -5.7% | B = -3.7 | C = ? | D = -46.0%[inhibitor] | E = 6.4 | F = -4.0% | G = ? | H = -6.0%[57.1 µM]

CCc1ccc(CNC(=O)CCc2nc(-c3cccs3)no2)cc1
  A = -8.2% | B = -0.7 | C = 11.6% | D = 28.4% | E = -0.4 | F = -20.4% | G = -5.3% | H = 4.2%

O=C(CN1C(=O)/C(=C/c2cccc(Br)c2)SC1=S)N1CCCC1
  A = 0.8% | B = -1.8 | C = -4.5% | D = 10.3% | E = -1.6 | F = 3.0% | G = -9.6% | H = 3.8%

COc1ccc(CN(Cc2ccc(C(=O)O)cc2)C(=S)Nc2ccc(C)cc2)cc1OC
  A = -2.8% | B = 1.6 | C = -18.6% | D = 0.0% | E = 8.8 | F = 21.6% | G = -9.7% | H = -5.0%

CCOC(=O)C1=C(CC)Nc2ccccc2N=C1NC(=O)c1ccc(S(=O)(=O)N2CCOCC2)cc1
  A = 0.0% | B = -1.9 | C = 7.7% | D = -7.2% | E = 4.0 | F = ? | G = 4.1% | H = 2.8%

Cc1ccc(C(C(=O)NC2CCCC2)N(Cc2ccccc2)C(=O)c2csnn2)o1 (stereo not given)
  A = 9.0% | B = 0.2 | C = -16.4% | D = 2.9% | E = -0.6 | F = 22.2% | G = -11.6% | H = 16.9%

c1ccc2c(-c3cccc4nccn34)cncc2c1
  A = -1.3% | B = 0.1 | C = -7.3% | D = -7.8% | E = ? | F = -22.7% | G = -4.8% | H = -2.0%

CCN(CC(=O)Nc1ccc(NC(C)=O)cc1)C(=O)CN1C(=O)NC2(CCCC2)C1=O
  A = 1.6% | B = -0.4 | C = 4.0% | D = -5.8% | E = 8.0 | F = -0.8% | G = -4.4% | H = 10.1%

# Screening results (PubChem BioAssay)
